KAT2A inh – GCN5L2 (KAT2A) acetyltransferase inhibition; Q92830; AID 504327; 0.21% of 390,000 active; Potency, µM (titrated, usually from 58.9 µM), for inactives: top-dose activity change, negative = inhibition, usual class: inhibitors; GCN5L2 HAT assay, ThioGlo1 CoA-SH fluorescence
Target sequence (Q92830 whole entry, looked up): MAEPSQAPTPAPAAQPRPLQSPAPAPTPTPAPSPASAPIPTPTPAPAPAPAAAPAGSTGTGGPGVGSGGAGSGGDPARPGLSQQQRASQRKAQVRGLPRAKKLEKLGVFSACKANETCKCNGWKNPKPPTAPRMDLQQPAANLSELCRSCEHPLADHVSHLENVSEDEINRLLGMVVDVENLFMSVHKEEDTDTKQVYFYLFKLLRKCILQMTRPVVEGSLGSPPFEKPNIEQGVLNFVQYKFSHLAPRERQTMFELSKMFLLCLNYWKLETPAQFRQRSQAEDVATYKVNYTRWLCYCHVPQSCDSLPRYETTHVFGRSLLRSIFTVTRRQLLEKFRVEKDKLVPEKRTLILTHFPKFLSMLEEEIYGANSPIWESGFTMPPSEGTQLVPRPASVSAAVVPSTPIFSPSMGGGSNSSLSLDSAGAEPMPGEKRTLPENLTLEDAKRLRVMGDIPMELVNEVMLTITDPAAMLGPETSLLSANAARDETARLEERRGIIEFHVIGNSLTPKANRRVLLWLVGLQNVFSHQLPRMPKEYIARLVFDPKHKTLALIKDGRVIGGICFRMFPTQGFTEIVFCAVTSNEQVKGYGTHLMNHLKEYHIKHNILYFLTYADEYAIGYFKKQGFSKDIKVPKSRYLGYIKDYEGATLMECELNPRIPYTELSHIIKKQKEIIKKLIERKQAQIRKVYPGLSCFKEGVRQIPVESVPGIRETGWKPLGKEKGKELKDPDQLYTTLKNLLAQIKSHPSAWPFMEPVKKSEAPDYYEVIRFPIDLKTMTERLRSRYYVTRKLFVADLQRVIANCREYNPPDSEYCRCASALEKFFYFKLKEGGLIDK
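ThioGlo1-coupled HAT assay: 20nM GCN5L2, 70uM acetyl-CoA, 75uM H3(1-25) peptide, pH 7.5. Fluorescence read at 340/540nm at start and after 20 min at room temperature.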
FEN1 inhibitor – inhibitors of human flap endonuclease 1. Recombinant FEN1 flap cleavage, fluorescence, 15 min. 0.35% of 390,000 active. P39748. Potency, µM (highest dose often 114 µM), without a hit: at the top dose activity change, negative = inhibition, most hits filed as inhibitors; note: nearly all actives have a fitted effect of over 65% in size
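FEN1 at 10 nM preincubated with compounds 15 min at room temperature, then flap DNA substrate added at 50 nM final. Signal read at 0 and 15 min; concentration-response fitted with four-parameter Hill equation.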
DT40 TDP1 CPT – DT40-hTDP1 cell growth loss with CPT; chicken DT40 Tdp1-/-;hTDP1 cells + 20 nM CPT, ATP luminescence, 48 h; Potency, µM (doses to about 46.2 µM), for the others: top-dose activity change, negative = growth inhibition, hits mostly inhibitors; 12% of 420,000 active; AID 686979; note: nearly all actives have a fitted effect of over 55% in size
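Cell growth measured by CellTiter-Glo luminescence after a minimum 48 h, 37 C compound exposure with 20 nM CPT in Tdp1-knockout DT40 cells stably expressing hTDP1, seeded 400/well; qHTS titration format.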
Numbers without * were called inactive; ? = inconclusive; . = no result given; & = joins results of further samples. Calls come from the whole dose curve; as a rule, active = well fitted curve in the direction sought with a large enough effect; inconclusive = small, poorly fitted or top-dose-only effect, or another doubt; inactive = no such curve, though single readings can be large; an effect the other way counts as inactive or inconclusive. % is set by controls: 0 for no effect and ±100 for the full control effect; potency is the fitted concentration of half-maximal effect.

structure,KAT2A inh,FEN1 inhibitor,DT40 TDP1 CPT
CCCCNC(=O)Cc1ccc(Br)cc1,3%,-8%,12%
NC(=O)CC(NC(=O)c1ccccc1)c1ccc(N2CCC(Br)CC2)c([N+](=O)[O-])c1 (stereo unspecified),1%,-5%,18µM*
COc1ccc(C)cc1S(=O)(=O)NC1CCCCC1,-2%,-6%,1%
Cc1c(C(=O)O)sc(S(=O)(=O)N2CCN(C(=O)Cc3ccccc3)CC2)c1C(=O)O,5%,1%,10%
CCc1cccc2[nH]c3cc([N+](=O)[O-])ccc3c12,-4%,1%,-2%
CCC(NC(=O)c1cc(COc2c(F)cccc2F)on1)c1ccncc1 (stereo unspecified),?,4%,?
CC1(C)C([N+](=O)[O-])C(c2ccc(O)cc2)NC(c2ccc(O)cc2)C1[N+](=O)[O-] (stereo unspecified),-5%,6%,-12%
COc1ccc(C2=NOC(Cn3nc(-c4ccccc4)cc3C(=O)NCc3cccc(C(F)(F)F)c3)C2)cc1 (stereo unspecified),-5%,0%,?

4 entries already listed, ordered by formula weight, rising:
structure,KAT2A inh,FEN1 inhibitor,DT40 TDP1 CPT
CCc1cccc2[nH]c3cc([N+](=O)[O-])ccc3c12,-4%,1%,-2%
COc1ccc(C)cc1S(=O)(=O)NC1CCCCC1,-2%,-6%,1%
CCC(NC(=O)c1cc(COc2c(F)cccc2F)on1)c1ccncc1 (stereo unspecified),?,4%,?
Cc1c(C(=O)O)sc(S(=O)(=O)N2CCN(C(=O)Cc3ccccc3)CC2)c1C(=O)O,5%,1%,10%

Following part.
structure,KAT2A inh,FEN1 inhibitor,DT40 TDP1 CPT
Cc1cc(C(=O)Nc2ccc(C(=O)O)cc2)c(-c2ccccc2)o1,-15%,1%,2%
Cc1onc(-c2ccccc2Cl)c1C(=O)N(C)C1CCCCC1,-2%,32%,4.6µM*
O=C1c2ccccc2C(O)(Cc2ccccc2)N1Cc1ccco1 (stereo unspecified),0%,-18%,-28%
O=C(CN1CCN(S(=O)(=O)c2ccc(Br)cc2)CC1)N/N=C/c1ccccc1C(=O)O,-6%,-8%,2%
Oc1ccc2ccccc2c1/C=N/n1cnnc1,-7%,-13%,-3%
COc1ccc(/C=C/C(=O)N2CCOCC2)cc1OC,-14%,-4%,1%
Oc1ccc(/C=N/Nc2ncnc3c2ncn3Cc2ccccc2)cc1O,-23%,2%,?
Cc1ccc(C(=O)Nc2cccc(-c3nc4ccccc4o3)c2)c(Cl)c1,-9%,-2%,-26%
O=C(CN1c2cccc3cccc(c23)S1(=O)=O)NCCc1ccccc1,-5%,-4%,-17%
N#C/C(=C(/O)CCl)c1nc2ccccc2[nH]1,2%,-2%,2.6µM*
COCCN1C=C(C(=O)OC)C(c2cc(Br)c(OC)c(OC)c2)C(C(=O)OC)=C1,-9%,-11%,-9%
COc1ccc(-c2noc(N3CCC(C(=O)Nc4ccc(F)cc4F)CC3)n2)cc1,-10%,-19%,?
Cn1ncc([N+](=O)[O-])c1C(=O)Nc1ccc(-c2nc3ccccc3o2)cc1,-5%,-4%,-27%
CCOc1ccc(-n2c(C)nc(O)c2N=Nc2ccccc2)cc1,-8%,-2%,13%
CCc1ccc2[nH]c(=O)c(CN(Cc3ccco3)C(=S)NCC3CCCO3)cc2c1 (stereo unspecified),-4%,0%,?
Cc1ccc(S(=O)(=O)N2CCOCC2)cc1NC(=O)COC(=O)c1cc(=O)[nH]c2ccccc12,-16%,0%,7%
Cc1nn2c(=O)cc(COC(=O)c3ccccc3NC(=O)C(C)C)nc2s1,20%,0%,?
O=C(c1ccoc1)N1CCCC(Nc2ccc(F)c(F)c2)C1 (stereo unspecified),-5%,-11%,-2%
COc1cccc(-c2ncc3ccccc3c2COC(=O)c2cccs2)c1,-10%,-17%,?
COc1ccc(-c2ccnc(SCC(=O)c3ccc(Br)cc3)n2)cc1,6%,3%,?
Cn1cccc1C(=O)N1CCC[C@@]2(CCN(c3cccc(-c4ccccc4)c3)C2)C1,8%,.,?
Cn1cc(Br)c(C(=O)NC2CCCCCC2)n1,-1%,2%,0%
COC(=O)C1=CO[C@@H](O[C@@H]2OC(CO)[C@@H](O)[C@@H](O)[C@@H]2O)C2C1CC[C@]2(C)O (stereo partly specified),.,-1%,20%
O=C(COC(=O)c1ccccn1)Nc1cc(Cl)ccc1Cl,.,-1%,-1%
CCc1cccc2c(C(=O)COC(=O)C3=NNC(=O)CC3)c[nH]c12,-4%,19%,-19%
COc1ccc(-c2noc(=O)n2Cc2ccc(C#N)cc2)cc1,-12%,1%,24%
CCc1ccc(NC(=O)COc2ccc(F)cc2C(=O)c2cnn(-c3ccccc3)c2)cc1,-8%,-5%,?
COc1cccc(N2CCN(C(=O)c3cc4c(OC)c(OC)c(OC)cc4[nH]3)CC2)c1,2%,-2%,?
COc1ccc(OC)c(/C=N/NC(=O)CC(=O)NCc2ccccc2)c1,-2%,3%,3%
COc1ccc(CNc2nc(-c3cccc(NS(C)(=O)=O)c3)nc3ccccc23)c(OC)c1,-13%,.,?
CCN(CC)c1ccc(NC(=O)Cn2cc3c(n2)CCC(C)C3)c(C)c1 (stereo unspecified),-1%,-23%,-2%
CNc1nc2ccccc2n1N,-1%,-5%,-14%
CC(C)NC(=O)c1cc2c(-c3ccc(Cl)cc3)nn(C)c2s1,0%,-7%,-8%
O=C(Cc1ccc(Br)cc1)N1CCN(C(=O)c2ccccc2)CC1,-1%,23%,9%
CCOC(=O)C1=C(CCl)NC(=O)NC1c1ccc2c(c1)OCO2 (stereo unspecified),-7%,1%,15µM*
COC(=O)C1=C[C@@H](C(=O)OC)[C@@H]2C3=C(C(=O)[C@@]2(C)NC(=O)c2ccccc2)[C@H](C)C(C(=O)OC)=C(C(=O)OC)[C@@H]3C1,.,10%,0%
CCOCCCn1c(=N)c(C(=O)NCC2CCCO2)cc2c(=O)n3cccc(C)c3nc21 (stereo unspecified),-13%,12%,-7%
COC(=O)c1ccc(/C=N/NC(=O)C(=O)NCC2CCCO2)cc1 (stereo unspecified),-8%,6%,-4%
CC1(C)CC(=O)C2=C(C1)c1c(ccc3ccccc13)NC2c1cc([N+](=O)[O-])cc([N+](=O)[O-])c1O (stereo unspecified),?,?,?
CN1CC2(C(=O)c3ccccc3)CN(C)CC(C(=O)c3ccccc3)(C1)C2,14%,8%,-29%
COc1ccc(NC(=O)CN(C)C(=O)c2ccc(C)c(S(=O)(=O)N3CCCCC3)c2)cc1,.,6%,-13%
Cc1ccc(-c2cc3cccc[n+]3cc2-c2ccc(C)cc2)cc1,2%,-4%,0.65µM*
COc1ccc(OC)c(S(=O)(=O)N/N=C(/C)c2c[nH]c3ccccc23)c1,-20%,-2%,-16%
COc1cc2c(cc1OC)n(Cc1ccc([N+](=O)[O-])cc1)c(=O)n1nc(-c3ccccc3)nc21,-1%,5%,?
Cc1cc(C)n(CCOc2ccc(Cl)cc2Cl)n1,-3%,9%,-3%
COc1cccc(CSc2nc3cc(C(=O)NC4CCCC4)ccc3c(=O)n2Cc2ccccc2)c1,3%,4%,?
CCOc1ccc(Cl)cc1S(=O)(=O)NCc1ccccn1,-7%,3%,10%
CCc1cccc(NC(=O)Cn2cc(C(=O)c3ccncc3)c(=O)c3cc(C)c(C)cc32)c1,-22%,-1%,?
O=C(OCCc1cc2ccccc2c(=O)o1)N1CCOCC1,-4%,-4%,9%
O=C(/C=N\O)NCCCNCc1ccccc1,-3%,-6%,-7%
CCn1cc(SCC(=O)NC2CCCC2)c2ccccc21,0%,10%,?
Cc1ccc(OCC(=O)O)c(O)c1,.,3%,-27%
O=C(CN1C(=O)CSc2ccc(S(=O)(=O)N3CCOCC3)cc21)NCCCN1CCCCC1,-4%&-4%,-12%&2%,5%&-8%
N#Cc1nc(COc2ccc(F)cc2)oc1NCCN1CCOCC1,0%,-6%,2%
CCC(=O)Nc1ccc(C)cc1-c1nc2ccccc2n(Cc2ccccc2)c1=O,0%,1%,-12%
CCSc1oc(-c2ccco2)nc1S(=O)(=O)c1ccc(F)cc1,-24%,?,-8%

Continued.
structure,KAT2A inh,FEN1 inhibitor,DT40 TDP1 CPT
CCOC(=O)c1sc2nc3c(cc2c1N)COC(C)(C)C3,-7%,-12%,-13%
CCCc1[nH]nc2c1C(c1ccc(OC)c(Cn3nc(C)c(Br)c3C)c1)C(C#N)=C(N)O2 (stereo unspecified),.,-4%,-4%
COCCN=c1scc(-c2cccs2)n1/N=C/c1ccc(O)c(O)c1O,-25%,?,?
CCN(CC)CC#CCC(OC)(c1ccccc1)c1ccccc1,3%,3%,21%
O=C(CS(=O)(=O)c1cn(Cc2cccc(F)c2)c2ccccc12)N1CCCCC1,2%,-1%,-24%
CCN1C(=O)[C@H]2[C@@H](c3ccc(Cl)cc3)N3C(=O)CN(CC4CC4)C(=O)[C@@]3(Cc3ccccc3)[C@H]2C1=O,-9%,6%,-8%
Cc1cc(C(=O)NCC(=O)OCC(=O)N(C(C)C)C(C)C)ccc1[N+](=O)[O-],-7%,-5%,-5%
CC1CCCCN1CC(=O)N1CCCc2c1c(=O)oc1ccc(OCc3ccccc3)cc21 (stereo unspecified),-17%,0%,16µM*

In the list so far, these contain a COOH group:
structure,KAT2A inh,FEN1 inhibitor,DT40 TDP1 CPT
Cc1c(C(=O)O)sc(S(=O)(=O)N2CCN(C(=O)Cc3ccccc3)CC2)c1C(=O)O,5%,1%,10%
Cc1cc(C(=O)Nc2ccc(C(=O)O)cc2)c(-c2ccccc2)o1,-15%,1%,2%
O=C(CN1CCN(S(=O)(=O)c2ccc(Br)cc2)CC1)N/N=C/c1ccccc1C(=O)O,-6%,-8%,2%
Cc1ccc(OCC(=O)O)c(O)c1,.,3%,-27%

Next section.
structure,KAT2A inh,FEN1 inhibitor,DT40 TDP1 CPT
Cc1noc(COc2ccccc2OCc2onc(C)c2Cl)c1Cl,-5%,-23%,-19%
O=C1c2ccccc2C(=O)N1CCc1csc(NNc2nc(CCN3C(=O)c4ccccc4C3=O)cs2)n1,-26%,-14%,-21%
Cn1cc(CN2CCCCC2C(=O)Nc2ccc(-n3cccn3)cc2)cn1 (stereo unspecified),1%,-12%,3%
CCn1cc(C(=O)N2CCOCC2)c(=O)c2cc(S(=O)(=O)N(C)C3CCCCC3)ccc21,-27%,11%,9%
COc1cccc(-c2nn(C)c3sc(C(=O)N4CCN(c5cccc(C)c5)C(C)C4)cc23)c1 (stereo unspecified),-13%,6%,21µM*
O=C(O)CCCC(=O)Nc1ccc(C(=O)NCc2cccnc2)cc1,1%,0%,-4%
Cc1cc(C)c(Nc2nn3c(=O)c4cc5c(cc4nc3s2)OCO5)c(C)c1,?,5%,-6%
CCOc1ccc(CN2CCN(Cc3[nH]c4ccc(OC)cc4c3C)CC2CCO)cc1 (stereo unspecified),-2%,-9%,?
O=C(Nc1ccc(S(=O)(=O)Nc2nccs2)cc1)c1ccc(F)c(S(=O)(=O)N2CCOCC2)c1,-6%,6%,-27%
CCC(c1nnnn1CCC(C)C)N1CCC(C(N)=O)CC1 (stereo unspecified),-10%,2%,4%
O=C(O)c1ccc(/C=N/N2CCN(Cc3ccccc3)CC2)cc1,-3%,1%,-11%
COc1ccc2c(c1)/C(=C/c1cc(OC)c(OC)c(OC)c1)C(=O)N2,.,-9%,0.52µM*
CS(=O)(=O)N(CCc1ccccc1)CC(=O)N1CCc2ccccc2C1,-2%,0%,?
CC(=O)Nc1ccc(-c2nc3c(C)cccc3[nH]2)cc1,-11%,-12%,-41%
COc1ccc(/C=C/c2c(-c3cccc(C)c3)oc3ccc(N4CCOCC4)cc23)cc1,.,8%,?
O=C(NCc1ccc2c(c1)OCO2)c1cccc([N+](=O)[O-])c1,0%,-4%,-4%
Cc1ccc2oc(C(=O)Nc3ccc(S(=O)(=O)N(C)Cc4ccccc4)cc3)cc(=O)c2c1,-5%,-4%,?
Cc1ccccc1NC(=O)NC(C)(C)CC(C)(C)C,-1%,17%,-23%
O=C(COC(=O)Cc1ccc(F)cc1)NC(=O)NC1CCCC1,2%,1%,-19%
O=S(=O)(NC1CCc2ccccc21)c1ccc(S(=O)(=O)N2CCCC2)cc1 (stereo unspecified),0%,-13%,?
CC1CCCCC1NC(=O)CN1CCC(O)(c2ccc3c(c2)OCO3)CC1 (stereo unspecified),-5%,16%,-38%
CC(=O)CSc1nc(CCc2ccccc2)c(C#N)c(=O)[nH]1,.,-1%,-9%
CCCN(C(=O)Cc1ccc(S(=O)(=O)N2CCOCC2)s1)c1c(N)n(Cc2ccccc2)c(=O)[nH]c1=O,.,-9%,9%

Some of the compounds tested (hit frequency here may not be typical).
